H9c2 TAG inh: inhibitors of triacylglycerol accumulation, primary screen, cell-based, uHTS, fluorescence, H9c2. H9c2 cells, Nile Red lipid (TAG) fluorescence; cells loaded with 200 µM oleic acid. inhibition, % at 12.5 µM. actives 0.66% (n = 230,000). AID 651582, 2012;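 active = pattern-corrected inhibition of lipid staining of at least 50% with the nuclear-stain viability signal not falling by more than 50%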;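 note: 0% = DMSO wells and 100% = triacsin C control wells; some results filed as inactive read as strong as hits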
H9c2 TAG inh DAPI viability: second read-out of H9c2 TAG inh, no call of its own (marks repeat the call); DAPI nuclei signal change (viability), lower = more cytotoxic, %;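 whole-well DAPI fluorescence read on a plate reader as a viability signal; minus 50 percent equals half of cells still viable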
* = called active by the depositor.

The first 2 compounds, to show the layout:
#1 CCOC(=O)c1c(-c2ncc(C(F)(F)F)cc2Cl)noc1C
#2 C[C@@H]1CCCCO[C@H](CN(C)C(=O)Cc2ccccc2)[C@H](C)CN([C@@H](C)CO)C(=O)c2cc(NC(=O)Nc3ccc(F)cc3)ccc2O1

assay / compound	1	2
H9c2 TAG inh	-24	2
H9c2 TAG inh DAPI viability	0	-2

The whole of this part, from the start:
#1 CCOC(=O)c1c(-c2ncc(C(F)(F)F)cc2Cl)noc1C
#2 C[C@@H]1CCCCO[C@H](CN(C)C(=O)Cc2ccccc2)[C@H](C)CN([C@@H](C)CO)C(=O)c2cc(NC(=O)Nc3ccc(F)cc3)ccc2O1
#3 COc1c(S(=O)(=O)N2CCCCC2)ccc2c(S(=O)(=O)N3CCCCC3)cccc12
#4 CCCS(=O)(=O)c1csc(C(=O)OC)c1N
#5 Cc1ccc(S(=O)(=O)NC(=O)c2cc(C)n(-c3ccc(N(C)C)cc3)c2C)cc1
#6 Cc1ccc(C)c(OCCC(=O)OCC(=O)Nc2ccc(Cl)cn2)c1
#7 Cn1c(C(=O)NCCCN2CCN(c3ccc(F)cc3)CC2)cc2c(=O)n(C)c3ccccc3c21
#8 O=C(Nc1nc2ccccc2[nH]1)C1CCC1
#9 CCOC(=O)C1=C(c2ccccc2)NC(=S)NC1c1ccc(Cl)cc1 (stereo not given)
#10 Cc1ccc(N2C(=O)CC3(CC4C=CC3C4)C2=O)cc1 (stereo not given)

assay / compound	1	2	3	4	5	6	7	8	9	10
H9c2 TAG inh	-24	2	-3	-16	-2	5	10	-8	-6	5
H9c2 TAG inh DAPI viability	0	-2	-3	3	1	-2	-3	11	4	2

#11 COc1cc2c(cc1NC(=O)CC1SC(N3CCCC3)=NC1=O)oc1ccccc12 (stereo not given)
#12 O=C(Cn1nnc(-c2cccs2)n1)Nc1ccccc1C(F)(F)F
#13 COc1cc(/C=N/Nc2ccccc2C(F)(F)F)ccc1O
#14 CCOC(=O)c1ccc(NS(=O)(=O)c2c(C)n(C)c(=O)n(C)c2=O)cc1
#15 CC(C)CC[n+]1ccn(-c2nc3ccccc3nc2[N-]S(=O)(=O)c2ccc(Cl)cc2)c1
#16 Cc1ccc(N2CCN(S(=O)(=O)c3c(C)nc4sccn4c3=O)CC2C)cc1 (stereo not given)
#17 NNC(=O)CCC(=O)Nc1ccccc1
#18 O=[N+]([O-])c1ccc(O)c(-c2nc(-c3ccccc3)c(-c3cccs3)[nH]2)c1
#19 CC1CCC(C(C)C)C(OC(=O)COC(=O)c2ccc(N)cc2)C1 (stereo not given)
#20 Cc1ccc(C)c(C(=O)COC(=O)c2ccc(Br)o2)c1

assay / compound	11	12	13	14	15	16	17	18	19	20
H9c2 TAG inh	10	5	0	5	-8	-2	11	1	-32	-1
H9c2 TAG inh DAPI viability	15	-8	-10	4	13	9	6	16	7	-4

#21 CCN(CC)S(=O)(=O)c1cccc(NC(=O)COC(=O)c2cc(=O)c3ccccc3o2)c1
#22 CC(C)C(=O)N1CCN(c2ccccc2NC(=O)COc2ccccc2)CC1
#23 Cc1noc(C)c1COC(=O)CCN1c2ccccc2Sc2ccccc21
#24 C=CCN1C(=O)C(CC(=O)Nc2ccc(OCCC)cc2)N(CCCN2CCN(Cc3ccccc3)CC2)C1=S (stereo not given)
#25 COc1ccc(CCNC(=O)CSc2nnnn2C)cc1OC
#26 CCOc1ccc(CCNC(=O)CCn2cccc2)cc1OCC
#27 CC1(C(=O)NCC2CC2)Cc2c(-c3cccc(C(N)=O)c3)ccnc2O1 (stereo not given)
#28 CNC(=O)C1CN(C(=O)c2cccc(S(=O)(=O)N3c4ccccc4CC3C)c2)c2ccccc2O1 (stereo not given)
#29 O=C(COc1cc(Cl)c(Cl)cc1Cl)Nn1cnnc1
#30 Clc1cccc(-c2cccc3nccn23)c1

assay / compound	21	22	23	24	25	26	27	28	29	30
H9c2 TAG inh	1	-6	8	49	5	31	4	-4	-7	7
H9c2 TAG inh DAPI viability	-8	3	2	-17	3	-5	4	-18	10	22

#31 CC1(C(=O)NS(=O)(=O)c2ccccc2Cl)CCN1C(=O)C1CC1 (stereo not given)
#32 Cc1ccc(-c2csc(NC(=O)c3cccc(S(=O)(=O)N4CCN(C)CC4)c3)n2)cc1
#33 COc1ccc(CCC(=O)OCC(=O)NC2CCCC2)cc1OC
#34 CCCn1c(SCC(=O)NCc2ccc(F)cc2)n[nH]c1=O
#35 O=C(COc1coc(CN2CCc3ccccc3C2)cc1=O)Nc1ccccc1F
#36 CCNC(=O)Nn1c(-c2ccccc2)nc2ccccc2c1=O
#37 CCN(CC)C(=O)[C@H]1C[C@H](CC(=O)NCCCN(C)C)C(=O)N2CCc3c([nH]c4cc(-c5ccco5)ccc34)[C@]12C
#38 CCCCn1c(N)c(N(C(=O)CSc2nnc(C)n2-c2ccccc2)C2CCCC2)c(=O)[nH]c1=O
#39 COC(=O)[C@]1(C)N[C@H](CN(C)S(=O)(=O)c2ccc(C(C)(C)C)cc2)[C@@H]2C(=O)N(C)C(=O)[C@@H]21
#40 COc1ccc(-n2cnnc2SCC(=O)c2cc(C)n(Cc3cccs3)c2C)cc1

assay / compound	31	32	33	34	35	36	37	38	39	40
H9c2 TAG inh	2	22	-6	-4	-13	-20	12	-16	15	-2
H9c2 TAG inh DAPI viability	3	0	3	-4	24	18	9	2	-5	-4

#41 CCN(CC(=O)Nc1c(F)cccc1F)C(=O)CSCC(=O)Nc1ccc(OC)cc1
#42 COc1ccc(CNC(=O)CSc2nn3c(=O)c(C(C)(C)C)nnc3s2)cc1OC
#43 O=C(COC(=O)c1ccc(Cl)c(S(=O)(=O)N2CCOCC2)c1)Nc1ccc2[nH]c(=O)[nH]c2c1
#44 CS(=O)(=O)NNC(=O)Cn1nnc(-c2ccc(OCc3ccccc3Cl)cc2)n1
#45 COCCNC(=O)c1ccccc1N(Cc1ccccc1)S(=O)(=O)c1ccccc1
#46 CCOC(=O)C1(C)CCCCN1C(=O)c1cccs1 (stereo not given)
#47 CC1=CC=CC2=NC(=O)CC(C)(C(=O)N(CC(=O)NC3CCCC3)c3ccccc3C)N12 (stereo not given)
#48 CCOC(=O)CCC(=O)N1CCOCCOCCN(C(=O)CCC(=O)OCC)CCOCC1
#49 COc1ccc(CCN2CCCC(CN(C)C(=O)c3ccoc3)C2)cc1 (stereo not given)
#50 CCOC(=O)c1nc(NNC(=O)c2ccc([N+](=O)[O-])cc2)sc1C

assay / compound	41	42	43	44	45	46	47	48	49	50
H9c2 TAG inh	13	-2	-31	5	-13	-2	-5	-18	-3	-9
H9c2 TAG inh DAPI viability	-1	4	-5	0	-4	0	13	5	3	0

#51 Cc1ccc(CNC(=O)[C@H]2C[C@@H]2[C@H](NP(=O)(c2ccccc2)c2ccccc2)c2ccccc2)o1
#52 c1ccc(NCc2nc3ccccc3n2CCOc2ccccc2)cc1
#53 COc1ccc(N2CCN(C(=O)CCc3nc(-c4ccc(C)cc4)no3)CC2)cc1
#54 CCc1nc2ccc(C(=O)Nc3ccc(NC(C)=O)cc3)cn2c1N(C)C(=O)Cc1ccccc1
#55 COC(=O)c1cc(NC(=O)c2cc(-c3ccc(C(F)(F)F)cc3)oc2C(F)(F)F)ccc1N1CCOCC1
#56 Cc1ccc[n+](CC(=O)N2CCCc3ccccc32)c1
#57 O=C(C[C@H]1C[C@H](C(=O)N2CCOCC2)[C@@]2(CCC3CCCC3)c3[nH]c4cc(-c5ccco5)ccc4c3CCN2C1=O)NCCC1=CCCCC1
#58 CN(C)S(=O)(=O)c1ccc(C(=O)NCc2nnc(SCC(=O)NCc3ccco3)o2)cc1
#59 O=C(c1cccc(NS(=O)(=O)c2ccc(Br)cc2)c1)N1CCCCC1
#60 CCC(C)(C)NC(=O)CN(Cc1ccc2c(c1)OCO2)C(=O)CCC(=O)Nc1nccs1

assay / compound	51	52	53	54	55	56	57	58	59	60
H9c2 TAG inh	-13	-8	5	1	15	9	33	-2	1	8
H9c2 TAG inh DAPI viability	10	9	-15	-3	-9	0	14	7	0	-6

An excerpt of these results, with each value named:
55) COC(=O)c1cc(NC(=O)c2cc(-c3ccc(C(F)(F)F)cc3)oc2C(F)(F)F)ccc1N1CCOCC1
  H9c2 TAG inh: 15
  H9c2 TAG inh DAPI viability: -9

56) Cc1ccc[n+](CC(=O)N2CCCc3ccccc32)c1
  H9c2 TAG inh: 9
  H9c2 TAG inh DAPI viability: 0

Additional results follow:
#61 COc1ccccc1CNCC(=O)Nc1cc(S(=O)(=O)N2CCCCC2)ccc1C
#62 CCCNC(=O)CC(NS(=O)(=O)c1ccc(Cl)cc1)c1ccco1 (stereo not given)
#63 NC(=O)NC(c1ccc(Cl)cc1)c1ccccc1Cl (stereo not given)
#64 O=C(Nc1ccc2c(c1)OCO2)C1COc2ccccc2O1 (stereo not given)
#65 COc1ccc(N2C(=O)CC(Nc3cccc([N+](=O)[O-])c3)C2=O)cc1 (stereo not given)
#66 COc1ccc(-c2csc(NC(=O)CCN3C(=O)C4CC=CCC4C3=O)n2)cc1OC (stereo not given)
#67 Cc1ccc(NC(=O)CC2Nc3ccccc3NC2=O)cc1Cl (stereo not given)
#68 O=C(CN1C2CCC1CC(NC(=O)NC1CCCCC1)C2)NC1CC1 (stereo not given)
#69 Cc1cccc2cc(C#N)c(N3CCC(O)CC3)nc12
#70 CCCc1cc(C(=O)Nc2ccc(F)cc2F)no1

assay / compound	61	62	63	64	65	66	67	68	69	70
H9c2 TAG inh	-24	-14	-2	-6	8	18	9	0	4	-7
H9c2 TAG inh DAPI viability	-7	5	-11	9	-4	-4	-3	-4	1	-1

#71 CCCCCC(=O)N1C[C@H](O)[C@@H](n2cc(COC(=O)c3ccccc3)nn2)C[C@@H]1c1ccc(C)cc1
#72 COCCn1c(NCc2ccccc2)nc2c1c(=O)[nH]c(=O)n2C
#73 Cc1cccc(CSCCNC(=O)COc2ccc(Cl)cc2)c1
#74 CCOC(=O)C(C)CC(C)C(=O)N1CCOCCOCCN(C(=O)C(C)CC(C)C(=O)OCC)CCOCC1 (stereo not given)
#75 NC(=O)CC(NC(=O)Cc1cccc2ccccc12)c1ccc(N2CCC(Br)CC2)c([N+](=O)[O-])c1 (stereo not given)
#76 Cc1cn(CC(=O)N[C@H](CO)Cc2c[nH]c3ccccc23)c(=O)[nH]c1=O
#77 O=C(O)CC(C(=O)Nc1cccc(C(F)(F)F)c1)C1CCCO1 (stereo not given)
#78 COC(=O)c1sccc1NC(=O)Nc1ccc(F)cc1F
#79 Cn1c(C(=O)NC2CCCCC2)cc2c(=O)n(C)c3ccccc3c21
#80 CCN(CC)S(=O)(=O)c1ccc(/C=C/C(=O)OCC(=O)NCc2ccc3c(c2)OCO3)cc1

assay / compound	71	72	73	74	75	76	77	78	79	80
H9c2 TAG inh	-6	-2	-20	16	10	13	0	-4	4	-8
H9c2 TAG inh DAPI viability	-7	2	5	-7	-12	-9	-4	-1	2	9

#81 Cc1ccnc(NC(=O)CCNC(=O)c2ccccc2Cl)c1
#82 O=C1NC(=O)C(CCc2ccccc2)(c2ccccc2)N1 (stereo not given)
#83 Cc1nc(SCC(=O)c2cc3ccccc3oc2=O)c(C#N)c(-c2cccs2)c1C(=O)Nc1ccccc1
#84 COc1ccc(C(C)(O)c2nc(-c3ccc(S(C)(=O)=O)cc3)cs2)cc1 (stereo not given)
#85 Cn1ncc(Cl)c1C(=O)Nc1ccc(Cl)cn1
#86 O=S(=O)(c1ccc(Cl)s1)N1CCC2(CC1)OCCO2
#87 CC(C)(C)[C@H]1C=C(C(=O)NCc2nc3ccccc3[nH]2)O[C@@H](OCc2ccc(CO)cc2)C1
#88 CC(C)N(C(=NCc1ccccc1)NC(=O)c1ccccc1)C(C)C
#89 NC(=O)c1ccc(NC(=O)COC(=O)c2ccc(Br)o2)cc1
#90 CC(=O)N1CCN(C(=O)c2cccc(S(=O)(=O)N3CCN(c4ccccc4)CC3)c2)CC1

assay / compound	81	82	83	84	85	86	87	88	89	90
H9c2 TAG inh	-2	-18	-8	-8	-18	-24	17	-6	1	12
H9c2 TAG inh DAPI viability	2	4	5	5	6	-1	-11	-1	8	11

#91 c1ccc(CSc2ncn[nH]2)nc1
#92 FC(F)(F)c1nnc2ccc(NCn3nnc4ccccc43)nn12
#93 O=C(Nc1ccc(Cl)cc1)c1ccc2sc([C@@H]3O[C@H](CO)[C@H](O)[C@H](O)[C@H]3O)nc2c1
#94 C[C@@]12CCC3[C@@](CCC4[C@@]3(C)CCC[C@@]4(C)C(=O)NCc3ccccc3)(CC1=O)C2 (stereo not given in full)
#95 CC(O)[C@H]1CNC(=O)C(=O)N1CCc1cccc(F)c1 (stereo not given in full)
#96 Cn1c(Cc2ccccc2)nnc1SCC(=O)Nc1ccc2c(c1)OCO2
#97 CC1=CC(=O)C(C(C)C)=CC1=NC(=O)c1ccc(C)cc1
#98 O=C(Oc1ccc(-c2nccc(-c3ccccn3)n2)cc1)c1cccc(C(F)(F)F)c1
#99 O=C(CN1C(=O)NC2(CCc3ccccc32)C1=O)c1ccc(Cl)cc1 (stereo not given)
#100 CS(=O)(=O)Nc1ccccc1-c1cccc2nccn12
#101 CCC(CC)NC(=O)Cc1ccccc1[N+](=O)[O-]
#102 CCCCCCN=C(C)c1ccccc1O
#103 O=C(CCC1CCCN(C(=O)c2cncs2)C1)NCc1ccc(F)c(F)c1 (stereo not given)

assay / compound	91	92	93	94	95	96	97	98	99	100	101	102	103
H9c2 TAG inh	12	-13	2	6	-2	-6	-10	21	14	-8	8	4	-4
H9c2 TAG inh DAPI viability	-17	2	7	-16	-5	2	2	61	-4	0	-6	-2	-9

Some of the compounds tested (hit frequency here may not be typical).
